TLR9-MyD88 inh: blocks human TLR9 binding to MyD88. hit rate 0.21% among 340,000. inhibition, % at 4.98 µM. Q9NR96+Q99836. CHO BLA complementation TLR9-MyD88, CCF4 FRET ratio;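 active = inhibition above the mean over all tested compounds plus 3 SD, cut at about 21% in these data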;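 also: 0% = DMSO only wells and 100% = clavulanate BLA inhibitor control wells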
H9c2 protect: modulators protecting cardiomyocytes from myocardial damage | H9c2 cardiomyocytes, H2O2 injury protection, ATPLite, 2 h | protection from H2O2 cell death, % at 20 µM | hit rate 0.63% among 360,000;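 active = compounds giving at least 50% protection of heart cells from peroxide-induced death in the single-dose screen, raw or plate-pattern-corrected value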;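 also: 0% = DMSO wells with peroxide and 100% = DMSO wells without peroxide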
SRC2 inh: human SRC2 (NCOA2) inhibition | Q15596 | inhibition, % at 9 µM | HEK293 GAL4-SRC2 luciferase reporter, luminescence | hit rate 0.17% among 370,000;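 active = inhibition above the mean inhibition of all tested compounds plus 3 SD, set per campaign, cut at about 52% in these data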;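 also: 0% = DMSO treated cells and 100% = cells given Gossypol at 36 µM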
HTR2A ag: activates the mouse 5-HT2A serotonin receptor; P35363; CHO-K1 mHTR2A beta-arrestin complementation, luminescence; percent of 30 µM serotonin response; activation, % at 7.6 µM; hit rate 0.66% among 360,000; AID 624169;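 active = activation above a run cutoff, the mean activation of all tested compounds plus 3 SD, cut at about 14% in these data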;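 also: 0% = plate median of compound wells and 100% = 30 µM serotonin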
MC4R antagonist: blocks human MC4R cAMP signaling | P32245 | MC4R-expressing cells, MTII-stimulated cAMP, LANCE TR-FRET | inhibition, % at 6.5 µM | hit rate 0.48% among 360,000;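 active = inhibition above its plate's cutoff, the mean of tested wells on that plate plus 3 SD, cut at about 29% in these data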;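 also: 0% = Melanotan II alone and 100% = Melanotan II plus saturating MCL0020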
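Assay system: U2OS cells stably expressing human melanocortin 4 receptor (MC4R) / Dosing: 6.5 µM / Timing: compound 30 min, challenge 1 h, detection 1 h / Measured by: Eu-cAMP/anti-cAMP TR-FRET, emission 671 nm / Replicates: singlicate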
NOD2-RIPK2 inh: blocks binding of human NOD2 to RIPK2; O43353; CHO BLA complementation NOD2-RIPK2, CCF4 ratio; inhibition, % at 4.98 µM; hit rate 0.38% among 360,000; in the data active = inhibition above about 21%;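 also: 0% = vehicle only and 100% = reference blocker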
N-glyco inh: N-linked glycosylation inhibition. D54 ERlucT glycosylation luciferase reporter, 24 h; percent of 100 nM tunicamycin response. reporter increase, % at 12.5 µM. hit rate 0.23% among 360,000. AID 588692;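 active = mean luciferase reporter signal, scaled so untreated is 0 and the glycosylation-blocking control 100, at or above a set limit in every replicate; inconclusive = mean reaches the limit but not every replicate does; inactive = mean below the limit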;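 also: luciferase carries N-glycosylation sites so blocking glycosylation raises the light; 0% = median of neutral control wells and 100% = median of 100 nM tunicamycin wells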
ABHD5-PLIN5 inh: blocks binding of human ABHD5 to perilipin-5; Split G. princeps luciferase complementation, luminescence, 4 h; Q00G26+Q8WTS1; inhibition, % at 4 µM; hit rate 0.78% among 360,000;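 active = inhibition above the mean inhibition across every tested compound plus 3 SD, cut at about 22% in these data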;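 also: 0% = DMSO only wells and the 100% control is not disclosed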
ABCB6 inh MLPCN: inhibitors of human ABC transporter ABCB6; AID 602162; K562-ABCB6 porphyrin accumulation, flow cytometry, 1 h; hits give low values; Q9NP58; fluorescence ratio to DMSO, % at 10 µM; hit rate 0.19% among 360,000;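 active = fluorescence ratio to DMSO below 75%, the collection mean minus 3 SD; inconclusive = too few cells collected in the well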;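 also: signal is porphyrin accumulated inside mitochondria; 100% equals median channel fluorescence of DMSO control wells; lower ratio means ABCB6 inhibition with less porphyrin fluorescence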
Target sequence (Q9NP58 whole entry, looked up): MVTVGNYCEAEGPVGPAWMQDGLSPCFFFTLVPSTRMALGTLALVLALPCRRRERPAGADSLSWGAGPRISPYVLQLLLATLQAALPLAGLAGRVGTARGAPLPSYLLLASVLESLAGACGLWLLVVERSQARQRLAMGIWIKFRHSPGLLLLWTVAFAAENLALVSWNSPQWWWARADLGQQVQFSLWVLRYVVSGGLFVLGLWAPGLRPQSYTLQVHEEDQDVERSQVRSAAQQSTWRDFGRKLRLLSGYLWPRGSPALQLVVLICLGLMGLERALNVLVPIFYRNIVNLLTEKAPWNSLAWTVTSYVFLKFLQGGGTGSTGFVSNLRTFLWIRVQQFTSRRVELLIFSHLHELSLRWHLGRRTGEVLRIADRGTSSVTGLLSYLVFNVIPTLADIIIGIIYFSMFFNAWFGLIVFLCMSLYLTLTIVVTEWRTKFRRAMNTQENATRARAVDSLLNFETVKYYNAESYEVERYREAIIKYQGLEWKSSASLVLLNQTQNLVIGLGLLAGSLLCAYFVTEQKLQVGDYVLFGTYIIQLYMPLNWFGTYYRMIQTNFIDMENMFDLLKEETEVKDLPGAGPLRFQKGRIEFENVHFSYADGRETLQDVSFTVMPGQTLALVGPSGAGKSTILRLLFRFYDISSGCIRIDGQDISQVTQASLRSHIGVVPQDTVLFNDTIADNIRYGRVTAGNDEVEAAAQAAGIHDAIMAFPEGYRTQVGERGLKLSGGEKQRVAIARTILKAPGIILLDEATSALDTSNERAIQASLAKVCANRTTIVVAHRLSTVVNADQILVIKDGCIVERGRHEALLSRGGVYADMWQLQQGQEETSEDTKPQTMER
MC4R barr agon: human MC4R agonism via beta-arrestin | P32245 | U2OS MC4R beta-arrestin complementation, luminescence; percent of melanotan II response, DMSO zero | activation, % at 8.9 µM | hit rate 0.98% among 360,000 | AID 540308;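 active = activation above a per-plate cutoff, the mean activation of sample wells on that plate plus 3 SD, cut at about 8% in these data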
* marks the source's active call; other numbers are inactive results; ? = inconclusive; nt = not tested or not shown. The list is partial; count on the stated rates, not on these rows.

SMILES	TLR9-MyD88 inh	H9c2 protect	SRC2 inh	HTR2A ag	MC4R antagonist	NOD2-RIPK2 inh	N-glyco inh	ABHD5-PLIN5 inh	ABCB6 inh MLPCN	MC4R barr agon
COc1ccc(CN2CCC(Oc3ccc(C(=O)N4CCCCC4)cc3)CC2)cc1C	0	-3	-12	-7	-1	-12	3	-2	100	-2.1
CSCCC(NS(=O)(=O)c1ccc(Cl)cc1)C(=O)OCC(=O)N1CCCc2ccccc21 (centres undefined)	-6	-2	8	-2	8	0	0	-15	93	1.2
Cn1c(N2CCN(C(c3ccccc3)c3ccccc3)CC2)nc2ccccc21	0	5	12	-2	-1	-2	-3	5	97	-0.9
COc1ccc(N(CC(=O)Nc2cc(C)ccc2OC)S(=O)(=O)c2c(C)noc2C)cc1	-2	2	3	0	7	-2	9	5	106	-0.3
Cc1ccc(Cn2cccc2/C=C2/C(=N)N3C=CSC3=NC2=O)cc1	30*	-6	5	2	-3	-7	-3	2	94	4.1
COn1c(SCc2ccccc2)nc2ccccc2c1=O	-10	-5	-3	-5	-2	5	-6	-3	96	0.5
Cc1ccc(F)c(S(=O)(=O)NC(=O)C2(C)CCN2C(=O)c2ccc(C3CCCCC3)cc2)c1 (centres undefined)	nt	-3	0	6	15	-16	1	2	100	-0.8
CCC(C)NC(=O)CCS(=O)(=O)c1ccc2c(c1)n(C)c(=O)c(=O)n2C (centres undefined)	3	-1	-31	3	-1	-9	2	9	105	1.1
COC(=O)c1ccc(Cn2cnc3c(cnn3-c3ccc(C)c(C)c3)c2=O)o1	8	-4	2	2	-1	-9	1	1	97	-0.5
O=C(COC(=O)COc1ccc(Br)cc1)NCCC1=CCCCC1	-5	5	-12	-1	25	-2	1	-1	103	-1.1
COc1cc(C2C(C(=O)c3ccc(C)o3)=C(O)C(=O)N2CCN2CCOCC2)ccc1OCCC(C)C (centres undefined)	0	2	1	4	21	2	-1	6	107	-2.8
CCOC(=O)c1nnn(CC(=O)NC(=O)Nc2ccccc2)c1C(=O)OCC	10	-2	12	1	21	-10	5	5	102	-1.9
CC(NC(=O)C(C)(C)C)C(c1cccs1)N1CCN(Cc2ccccc2)CC1 (centres undefined)	-2	0	10	-5	-1	-3	-1	0	101	-1.3
CCn1c(CNc2nc3ccccc3n2C(C)C)nc2ccccc21	-2	8	0	-4	-4	1	0	1	99	-2.2
COc1ccc(-c2coc3c(C(=O)Nc4ccc(OC)nc4)cccc23)c(C)c1	nt	-3	-1	-6	1	-1	-5	-1	93	0.3
N/C(=N\OC(=O)c1ccc(Cl)c(Cl)c1)c1ccccn1	-4	-16	-62	2	-1	-1	-16	5	97	0.7
COc1ccc(CN(C(=O)Cc2c[nH]c3ccccc23)C(C(=O)NC2CCCCC2)c2ccc(C)o2)cc1 (centres undefined)	6	37	5	0	11	8	-8	-2	92	-3.4
Cc1cccc(NC(=O)CCN2CCOCC2)c1	6	-2	0	2	6	-11	1	6	99	-1.4
CCn1nnnc1NCc1cccn1C	1	-2	-7	-2	-1	11	0	2	100	-0.3
N#Cc1ccc(NC(=O)COC(=O)CSc2nnc(-c3ccc(Cl)cc3)o2)cc1	-1	-4	4	3	17	1	-1	-7	102	0.2
COc1ccc(CNC(=O)CN2C(=O)NC3(CCCCCC3)C2=O)cc1OC	-4	-7	-2	2	1	-6	1	1	90	-4.0
CN(C)c1ccc(/C=N/NC(=O)c2cnc3ccccc3c2)cc1	6	-8	5	-8	-2	-5	1	-4	96	-1.9
C[C@@H]1CCC(=O)N(CC[C@H](Sc2ccc(Br)cc2)c2ccccc2)CC1	-2	-6	2	-9	4	-1	-6	-3	97	0.3
C/C(=N\NC(=O)c1ccccc1O)c1ccc(Br)s1	-1	-8	-62	2	-7	-6	1	-1	96	-0.6
Cc1ccc(C(=O)COC(=O)CNS(=O)(=O)c2ccc(C)cc2)cc1	1	1	2	-1	21	1	1	-6	95	-4.0
COCCCNC(=O)C(=O)Nc1ccc2c(c1)N(S(=O)(=O)c1cccs1)CCC2	6	0	6	1	-24	4	20	-6	105	-2.3
N#CC1(C#N)CC(C=O)=C(N)C1(C#N)CC(=O)c1ccc(F)cc1 (centres undefined)	5	3	-22	0	9	-2	1	-25	103	0.6
CCC(=O)Nc1ccc(C2C(=O)c3ccccc3C2=O)cc1	-8	-20	-18	2	8	-2	-6	-8	99	-0.8
Brc1ccc(COn2ccnc2)cc1	5	-5	5	2	-7	-10	2	3	95	-0.6
CCS(=O)(=O)Nc1cccc(-c2ccc3nnc(-c4cccnc4)n3n2)c1	5	46	-34	3	-14	-5	4	-1	95	-1.7

Full records as entered above. Order of screens: TLR9-MyD88 inh, H9c2 protect, SRC2 inh, HTR2A ag, MC4R antagonist, NOD2-RIPK2 inh, N-glyco inh, ABHD5-PLIN5 inh, ABCB6 inh MLPCN, MC4R barr agon
COc1ccc(CNC(=O)CN2C(=O)NC3(CCCCCC3)C2=O)cc1OC in the list: -4, -7, -2, 2, 1, -6, 1, 1, 90, -4.0
COCCCNC(=O)C(=O)Nc1ccc2c(c1)N(S(=O)(=O)c1cccs1)CCC2 in the list: 6, 0, 6, 1, -24, 4, 20, -6, 105, -2.3
C/C(=N\NC(=O)c1ccccc1O)c1ccc(Br)s1 in the list: -1, -8, -62, 2, -7, -6, 1, -1, 96, -0.6
C[C@@H]1CCC(=O)N(CC[C@H](Sc2ccc(Br)cc2)c2ccccc2)CC1 in the list: -2, -6, 2, -9, 4, -1, -6, -3, 97, 0.3

More results.
SMILES	TLR9-MyD88 inh	H9c2 protect	SRC2 inh	HTR2A ag	MC4R antagonist	NOD2-RIPK2 inh	N-glyco inh	ABHD5-PLIN5 inh	ABCB6 inh MLPCN	MC4R barr agon
Cc1ccsc1/C=N/NC(=O)C(=O)NCC(C)C	-6	2	-23	1	-8	0	3	-5	106	1.9
CSc1ccccc1NC(=O)COc1ccc(Cl)cc1Cl	0	-12	-26	-6	6	-4	-3	2	92	2.4
CC(C)(C)OC(=O)N1CCC(C(=O)Nc2ccc(C(=O)NC3CC3)cc2)CC1	0	6	6	-1	3	-7	0	9	100	-1.5
CCOc1cc(-c2sc(Nc3ccccc3)n[n+]2C)ccc1OC	2	-6	-4	8	12	0	7	7	101	0.6
Cc1c(NC(=O)CC(O)(C(F)(F)F)C(F)(F)F)c(=O)n(-c2ccccc2)n1C	-3	-8	-10	9	13	-14	1	-9	104	1.3
CCOc1ccc(C(=O)CC(C(=O)O)N2CCN(Cc3ccccc3)CC2)cc1 (centres undefined)	8	1	nt	-10	-4	1	-5	95*	101	0.9
COc1ccc(C(=O)C2CCCN(Cc3cccn3-c3cccnc3)C2)cc1OC (centres undefined)	4	10	8	12	11	-1	-4	0	106	-0.3
Cc1ccc(C)c(OCCCCN2CCCCC2)c1	-2	-6	19	-6	-3	-13	-1	-7	97	-0.8
CCN(CC)S(=O)(=O)c1ccc(C(=O)C(C#N)c2ccccn2)cc1 (centres undefined)	-14	8	-6	9	-3	0	-5	0	94	-2.4
COC(=O)[C@@]12C[C@@H](CC(=O)N3CCCCC3)C(=O)N(Cc3ccccc3)C1=CCC(C)(C)C2	nt	nt	-13	-1	nt	-4	nt	0	nt	nt
CCn1c(C)c(C(=O)O)c2cc(OC)c3ccccc3c21	4	1	-7	3	0	-1	2	3	102	-2.2
CC(=O)Nc1ccc(Sc2ncccc2C(=O)Nc2ccc(OC(F)(F)F)cc2)cn1	-6	5	-15	3	-2	3	-1	-3	96	0.7
Cc1ccc(C2c3c(oc4ccccc4c3=O)C(=O)N2c2nnc(C(C)C)s2)o1 (centres undefined)	5	33	9	3	19	14	1	-10	99	1.1
O=C(/C=C/c1ccccc1[N+](=O)[O-])NC1CCCC1	6	3	-10	-1	16	-17	3	5	100	-1.9
COc1ccc(C(=O)c2coc3ccc(O)c(CN(C)C)c23)cc1	-11	0	-11	3	6	-7	-1	-11	97	-0.3
Cn1c(CNC(=O)CNC(=O)c2ccc(C(C)(C)C)cc2)cc(=O)n(C)c1=O	-4	5	-11	-2	3	-7	1	1	97	-3.6
Cc1ccsc1/C=N/NC(=O)c1nnn(-c2nonc2N)c1C(C)C	-4	5	7	0	10	-4	1	-3	100	0.6
COc1ccc(NC2c3ccccc3C(=O)N2Cc2ccco2)cc1OC (centres undefined)	1	-13	-8	4	8	-2	-1	-3	?	-1.0
CCOC(=O)c1c(S(=O)(=O)NCC(=O)Nc2cc(C)ccc2C)c(C)n(C)c1C	5	-2	1	5	4	-8	0	1	95	-1.7
CC1C(=O)N(Cc2cn(CC3CCCCC3)nn2)CCS(=O)(=O)N1Cc1ccc(-c2ccc(Cl)c(Cl)c2)cc1 (centres undefined)	-12	-20	-10	1	4	-13	-2	-10	101	-0.1
COc1ccc(S(=O)(=O)N(C)CC(=O)NCCCn2ccnc2)cc1Cl	4	2	-12	2	6	6	1	7	98	-1.1
CC1=NN(c2ccccc2)C(=O)C1C=Nc1ccc(N(C)C)cc1 (centres undefined)	nt	4	-28	-2	1	7	6	-13	105	-0.8

Structures from the list above that have two or more sulfur atoms (two):
SMILES	TLR9-MyD88 inh	H9c2 protect	SRC2 inh	HTR2A ag	MC4R antagonist	NOD2-RIPK2 inh	N-glyco inh	ABHD5-PLIN5 inh	ABCB6 inh MLPCN	MC4R barr agon
CSCCC(NS(=O)(=O)c1ccc(Cl)cc1)C(=O)OCC(=O)N1CCCc2ccccc21 (centres undefined)	-6	-2	8	-2	8	0	0	-15	93	1.2
COCCCNC(=O)C(=O)Nc1ccc2c(c1)N(S(=O)(=O)c1cccs1)CCC2	6	0	6	1	-24	4	20	-6	105	-2.3

Grouped by structure, the entries above containing fluorine (4)
SMILES	TLR9-MyD88 inh	H9c2 protect	SRC2 inh	HTR2A ag	MC4R antagonist	NOD2-RIPK2 inh	N-glyco inh	ABHD5-PLIN5 inh	ABCB6 inh MLPCN	MC4R barr agon
Cc1ccc(F)c(S(=O)(=O)NC(=O)C2(C)CCN2C(=O)c2ccc(C3CCCCC3)cc2)c1 (centres undefined)	nt	-3	0	6	15	-16	1	2	100	-0.8
N#CC1(C#N)CC(C=O)=C(N)C1(C#N)CC(=O)c1ccc(F)cc1 (centres undefined)	5	3	-22	0	9	-2	1	-25	103	0.6
Cc1c(NC(=O)CC(O)(C(F)(F)F)C(F)(F)F)c(=O)n(-c2ccccc2)n1C	-3	-8	-10	9	13	-14	1	-9	104	1.3
CC(=O)Nc1ccc(Sc2ncccc2C(=O)Nc2ccc(OC(F)(F)F)cc2)cn1	-6	5	-15	3	-2	3	-1	-3	96	0.7
